Bioassay records: PubChem, National Center for Advancing Translational Sciences (NCATS)
AmpC inh no detg: AmpC beta-lactamase inhibition without detergent | P00811 | AmpC nitrocefin hydrolysis, absorbance 480 nm, 0.0001% Triton | Potency, µM (highest dose often 57.1 µM), without a hit: top-dose activity change, negative = inhibition, most hits filed as inhibitors | actives 0.52% (n = 330,000) | AID 485341;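 note: potency is the fitted concentration of half-maximal effect; plate controls were no compound for no effect and no enzyme for full effect; nearly all actives have a fitted effect of over 20% in size; some results filed as inactive show a strong effect at the top dose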
Target sequence (P00811 whole entry, looked up): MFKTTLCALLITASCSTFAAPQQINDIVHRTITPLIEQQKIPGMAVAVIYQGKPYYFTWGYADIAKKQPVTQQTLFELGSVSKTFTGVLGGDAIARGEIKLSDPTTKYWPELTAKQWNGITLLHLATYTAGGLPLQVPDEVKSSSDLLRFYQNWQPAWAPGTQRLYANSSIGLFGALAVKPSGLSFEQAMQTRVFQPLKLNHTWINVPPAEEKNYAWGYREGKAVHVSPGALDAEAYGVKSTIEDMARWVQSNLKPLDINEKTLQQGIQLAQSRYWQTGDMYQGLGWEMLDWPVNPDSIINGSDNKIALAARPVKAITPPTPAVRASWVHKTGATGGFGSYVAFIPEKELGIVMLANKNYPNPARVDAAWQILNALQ
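20 mM phosphate pH 7.0 + 0.01% (detergent screen) or 0.0001% Triton X-100; 5.3 nM AmpC reagent; cpd preinc 15 min RT; nitrocefin (800 uM stock) to start; A480 q20 s × 4 min; Activity was normalised to no-enzyme and no-compound control wells.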
TbPYK inhibitor: inhibitors of Trypanosoma brucei pyruvate kinase. Potency, µM (titrated, usually from 76.8 µM), for inactives: at the highest dose activity, negative = inhibition, most hits filed as inhibitors. actives 0.12% (n = 410,000). AID 624173. TbPYK enzyme, Kinase-Glo Plus ATP luminescence, 45 min; note: potency is the fitted concentration of half-maximal effect; % is set by controls: 0 for no effect and ±100 for the full control effect; nearly all actives have a fitted effect of over 50% in size
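T. brucei PYK with substrate was exposed to pin-transferred compounds across a concentration series, then started with 130 uM ADP (final). After 45 min at room temperature, Kinase-Glo Plus luminescence was read, normalized and curve-fitted.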
Pf growth 96h: inhibits malaria parasite growth, 96 h | P. falciparum luciferase reporter growth, 96 h | Potency, µM (series often up to 28.7 µM), for the others: at the highest dose activity change, negative = inhibition, actives largely listed as inhibitors | actives 6.9% (n = 320,000) | AID 504834; note: potency is the fitted concentration of half-maximal effect; % is set by controls: 0 for no effect and ±100 for the full control effect
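Compounds incubated with erythrocytes infected by luciferase-expressing P. falciparum (2% hematocrit, 0.05% parasitemia final) for 96 hours, 37 C in 5% CO2. Growth inhibition scored as decreased luciferase luminescence.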
Shiga toxin inh: inhibitors of Shiga toxin in Vero cells | Vero cells, Shiga toxin protein synthesis inhibition reporter | inhibition, % at 38.7 µM | actives 9.2% (n = 290,000) | AID 2315; in the data active = inhibition mostly above about 28%, no sharp cut-off; inactive = mostly below about 43%; note: 0% is about no effect
Cycloheximide cs: counter-screen for Shiga toxin inhibitors: cycloheximide protein synthesis inhibition; cell reporter, cycloheximide protein synthesis inhibition counterscreen; max response, %; actives 12% (n = 300,000); in the data active = max response mostly above about 13%, no sharp cut-off; inactive = mostly below about 14%; note: read at 38.3 µM for the half of the compounds with a filed dose; 0% is about no effect
Pf growth 48h: P. falciparum growth inhibition at 48 hours (one generation) | actives 5.9% (n = 310,000) | Potency, µM (doses to about 28.7 µM), inactives show at the highest dose activity change, negative = inhibition, actives largely listed as inhibitors | P. falciparum luciferase growth in erythrocytes, 48 h; note: potency is the fitted concentration of half-maximal effect; % is set by controls: 0 for no effect and ±100 for the full control effect
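Firefly luciferase activity from engineered P. falciparum reports growth; inhibitors lower the luminescent signal. Cultures contained 2% hematocrit erythrocytes at 0.1% final parasitemia.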
LmPK inh: blocks Leishmania mexicana pyruvate kinase activity | purified LmPK, Kinase-Glo ATP luminescence, 1 h | actives 0.37% (n = 290,000) | Potency, µM (titrated, usually from 57.5 µM), for the others: top-dose activity change, negative = inhibition, actives largely listed as inhibitors; note: potency is the fitted concentration of half-maximal effect; % is set by controls: 0 for no effect and ±100 for the full control effect
Target sequence (Q27686 whole entry, looked up): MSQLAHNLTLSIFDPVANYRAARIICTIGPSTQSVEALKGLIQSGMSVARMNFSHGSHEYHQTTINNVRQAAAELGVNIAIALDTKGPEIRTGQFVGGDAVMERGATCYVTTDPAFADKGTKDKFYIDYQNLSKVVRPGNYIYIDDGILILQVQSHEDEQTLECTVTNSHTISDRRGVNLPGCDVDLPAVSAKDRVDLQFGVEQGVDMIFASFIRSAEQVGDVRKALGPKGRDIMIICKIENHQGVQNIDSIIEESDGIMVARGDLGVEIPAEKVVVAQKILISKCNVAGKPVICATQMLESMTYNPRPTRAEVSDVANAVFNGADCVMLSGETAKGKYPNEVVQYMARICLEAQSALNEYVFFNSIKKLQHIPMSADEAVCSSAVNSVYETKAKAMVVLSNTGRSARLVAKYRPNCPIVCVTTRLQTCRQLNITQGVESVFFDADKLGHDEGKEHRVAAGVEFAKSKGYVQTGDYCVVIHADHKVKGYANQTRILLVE
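Kinase-Glo luminescence read after 1 h RT reaction of 0.1 nM LmPK with 0.5 mM PEP and 0.1 mM ADP. Activity scaled between uninhibited and enzyme-free controls.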
* marks the source's active call; other numbers are inactive results; ? = inconclusive; · = not tested or not shown; [ ] = remark or other dose. Unless noted, calls come from the whole dose curve; as a rule, active = well fitted curve in the direction sought with a large enough effect; inconclusive = small, poorly fitted or top-dose-only effect, or another doubt; inactive = no such curve, though single readings can be large; an effect the other way counts as inactive or inconclusive. Random draw from the library, and some 22% of all compounds hit somewhere here.

SMILES	AmpC inh no detg	TbPYK inhibitor	Pf growth 96h	Shiga toxin inh	Cycloheximide cs	Pf growth 48h	LmPK inh
COc1ccc(C(=O)NC2CCN(C(=O)NC3CCCCC3)CC2)cc1	0%	2%	1%	6	-7	45%[activator]	1%
CCOC(=O)C1CCN(C(=O)CC(NS(=O)(=O)c2ccc(OC)cc2)C(C)C)CC1 (stereo not drawn)	33%	?	-3%	45	11	?	0%
O=C(NNC(=O)c1cc2ccccc2o1)c1ccc(Cl)cc1	-14%	0%	42%[activator]	-5	0	35%[activator]	9%
CCCCC(C(=O)NC1CCCC1)N(Cc1ccccc1)C(=O)c1snc(C(N)=O)c1N (stereo not drawn)	-27%	-4%	0%	-1	-4	?	0%
O=C(NCc1nc2ccccc2[nH]1)C1=C[C@H](c2ccc3c(c2)OCO3)C[C@H](OCCCCO)O1	90%[activator]	1%	4.1µM*	23	9	?	7%
O=c1c2cccc3c(N4CCOCC4)ccc(c32)c2nc3ccccc3n12	-8%	·	83%[activator]	73*	29*	31%[activator]	3%
COc1ccc(N2CCN(Cc3cc(=O)oc4cc(C)c(Cl)c(C)c34)CC2)cc1	20%	5%	-21%	20	-2	4.1µM*	0%
Cc1ccc(NC(=O)CCc2nnc3ccc(NCc4ccco4)nn23)cc1	41%	-4%	?	18	35*	?	3%
Cc1ccc(OCC(O)CN2C(=O)NC(C)(C)C2=O)c(C)c1 (stereo not drawn)	0%	4%	44%[activator]	-1	-1	13%	5%
COc1cccc(NC(=S)N(CCc2ccc(OC)c(OC)c2)Cc2ccccn2)c1	93%[activator]	0%	?	-7	1	?	1%
CNC(=O)Nc1cccc(-c2cc(-c3c(Cl)cccc3Cl)no2)c1	-27%	-1%	?	24	13	-20%	2%
CC(C)OC(=O)CC1C(=O)NCCN1C(=S)NC(=O)c1ccc(F)cc1 (stereo not drawn)	-10%	-23%	3%	-5	-1	1%	-1%
Cc1cc2c(c(=O)o1)C1(C(=O)N(C)c3ccccc31)C(C#N)=C(N)O2 (stereo not drawn)	-18%	-17%	?	-7	2	11%	1%
Cc1ccccc1-c1nc(CS(=O)(=O)CC(=O)NCCN2CCOCC2)c(C)o1	-1%	-3%	3%	-3	-3	8%	-4%
CSCC[C@H](NC(=O)[C@@H]1CSC2c3ccccc3C(=O)N21)C(=O)NC1CCCC1 (stereo partly drawn)	-8%	0%	?	12	1	?	2%
Cc1ccc(C(=O)OCC(=O)Nc2ccc(Cl)cn2)cc1S(=O)(=O)N1CCOCC1	-22%	3%	4%	·	·	?	·
COC(=O)c1cccc(NC(=O)c2ccc3c(c2)C(=O)N(C(C)(C)C)C3=O)c1	-24%	3%	0%	49	1	0%	-1%
COCCNCc1ccc(Cl)cc1Cl	-18%	-7%	34%[activator]	-4	0	12%	-2%
CC(C)C[C@]1(c2ccccc2)ON(c2ccccc2C(F)(F)F)C1=O	-15%	2%	?	·	·	9.3µM*	·
CN(C(=O)c1cc(Cl)c2c(c1)OCCO2)c1c(N)n(Cc2ccccc2)c(=O)[nH]c1=O	-2%	-5%	1%	·	·	?	·
OCCNCCSc1nc(C2CCCCC2)n(-c2ccccc2Cl)n1	23%	-6%	?	11	1	?	-9%
CCn1ccnc1CN(C)Cc1c(C(=O)N2C[C@@H](C)O[C@@H](C)C2)nc2ccc(Cl)cn12	41%	0%	-23%	8	-4	-19%	-4%
Cc1cc(C)n(CC(=O)NNC(=O)CCCOc2ccc(Cl)cc2C)n1	9%	-12%	3%	-5	2	61%[activator]	4%
COc1ccccc1NC(=S)c1ccccc1	-27%	-15%	49%[activator]	13	8	5%	0%
O=C(NC1CCCC1)C1CCN(C(=O)NCc2ccccc2)CC1	-24%	4%	-29%	-16	4	12%	9%
O=C(CN1CCN(S(=O)(=O)c2ccccc2)CC1)Nc1ccc(N2CCOCC2)cc1	24%	-7%	?	9	2	17%	2%
Cc1occc1C(=O)O/N=C(\N)c1ccccc1	-16%	?	12µM*	72*	51*	-26%	3.5µM*
Cc1cc2oc(=O)cc(Cn3ccnc3)c2cc1Cl	-4%	2%	38%	4	-2	9%	-2%
O=C(c1cc2ccccc2o1)n1nnc2ccccc21	-20%	-6%	18%	-9	-4	·	9%
COc1ccc2c(c1)NP(=S)(Oc1ccccc1)N2 (stereo not drawn)	-21%	-9%	103%[activator]	86*	64*	76%[activator]	?
CSc1cccc(NC(=S)N(CCN(C)C)C(C)c2ccccn2)c1 (stereo not drawn)	43%	-14%	?	-3	1	?	1%
CCn1c(C)cc(C)c(C#N)c1=O	-19%	-22%	4%	-9	-3	10%	5%
COCCNC(=O)CSc1nnc(-c2ccc(C)cc2)c(-c2ccc(C)cc2)n1	169%[activator]	-1%	?	-8	-6	?	5%
O=c1nc(-c2ccccc2)n(-c2ccccc2)[nH]1	-5%	2%	-13%	-8	-2	10%	-4%
COc1ccccc1/C=C/C(=O)NC(=S)N1CCOCC1	-6%	-14%	2%	106*	48*	5%	-26%
CCN(CC(=O)Nc1ccc(NC(C)=O)cc1)C(=O)C1COc2ccccc2O1 (stereo not drawn)	-27%	-7%	37%[activator]	-12	-4	-13%	-1%
Cc1sc2nc(SCc3nnc(-c4cccs4)o3)n(C3CCCC3)c(=O)c2c1C	-1%	-8%	-21%	-11	-6	6%	5%
Cc1ccccc1NC(=O)CN1C(=O)CSc2ccc(S(=O)(=O)N3CCCC3)cc21	-32%	1%	13µM*	2	-6	-16%	-2%
COC(=O)c1sccc1NC(=S)Nc1cc(OC)ccc1OC	-33%	1%	38%[activator]	-3	-3	-1%	-2%[11.5 µM]
NS(=O)(=O)c1ccc(CCNC(=O)NC23CC4CC(CC(C4)C2)C3)cc1	-3%[2.29 µM]	4%	33%[activator]	-10	-3	-16%	-1%
CCn1c2ccc(C)cc2c2n[nH]c(=S)nc21	-11%	-13%	118%[activator]	·	-3	?	-4%
O=C(OCC(=O)N1CCN(c2ccccc2)CC1)c1ccc(Cl)nc1	3%	-1%	14%	·	·	14%	·
COc1cc(OC)cc(-c2nnc(SCC(=O)Nc3cccc(C(=O)O)c3)s2)c1	-25%	-12%	61%[activator]	-20	-1	45%[activator]	7%
CCN1C(=O)[C@H]2[C@@H](c3ccc(OC)cc3)N3C(=O)CN(CCOC)C(=O)[C@@]3(Cc3ccccc3)[C@H]2C1=O	-9%	-3%	19%	-7	-2	?	-5%
CCn1c(-c2cccn(Cc3ccccc3)c2=O)n[nH]c1=S	-8%	?	40%[activator]	-8	-2	·	11%
O=C1CN(S(=O)(=O)c2cc(C(F)(F)F)ccc2Cl)CCN1	-16%	7%	-20%	·	·	10%	·
CCc1ccc(NC(=O)CC2C(=O)N(c3cccc(C)c3)C(=O)N2C2CC2)cc1 (stereo not drawn)	42%	3%	184%[activator]	-6	-2	?	12%
O=[N+]([O-])c1cc(Br)cc(C=Nc2ccc3c(c2)OCO3)c1O	-43%	-9%	17%	26	3	-18%	1%
O=C(NN1C(=O)C2C3C=CC(C3)C2C1=O)c1ccccc1 (stereo not drawn)	-13%	4%	-2%	-17	-5	1%	0%
Cc1ccc(SCc2[nH]nc3c2C(c2cccnc2)C(C#N)=C(N)O3)cc1 (stereo not drawn)	-31%	-2%	·	31	-2	-18%	9%
COc1ccc(NC(=O)C2CCN(C(=O)c3ccco3)CC2)c(OC)c1	3%	-3%	?	-1	4	-10%	1%
Cc1cc(C)nc(-n2nc(C)cc2NC(=O)C(C)C)n1	-14%	-2%	?	-10	-7	0%	8%
O=C(COC(=O)c1ccccc1O)NNC(=O)c1ccc(Br)cc1	-15%	-2%	14%	·	·	?	·
CNc1ccc(C(=O)N2CCN(S(=O)(=O)c3ccc4c(c3)OCCCO4)CC2)cc1[N+](=O)[O-]	88%[activator]	9%	12µM*	-5	-2	?	1%
CCOc1ccc(N2C(=O)CS/C2=C(\C(Cl)=C(Cl)Cl)[N+](=O)[O-])cc1	-59%	-2%	-3%	-6	-3	·	-2%
O=C(N=C1SC2CS(=O)(=O)CC2N1CCc1ccccc1)C1CC1 (stereo not drawn)	4%	2%	37%[activator]	2	3	0%	3%
COc1cccc(/C=C/C(=O)OCC(=O)NC(=O)NC2CCCCC2)c1	-6%	8%	9%	·	·	?	·
O=C(CCc1ccc(O)cc1)NNC(=S)NCCc1ccccc1	-25%	-8%	17%	12	-3	-2%	6%
CCOc1ccc(C(=S)NC2CCCCC2)cc1OCC	22%	?	?	-2	6	-18%	-1%
O=C(Cc1ccc(S(=O)(=O)N2CCOCC2)s1)Nc1ccc2c(c1)CCC2	-19%	3%	·	48	-5	?	4%

Molecules shown so far that have two or more sulfur atoms:
SMILES	AmpC inh no detg	TbPYK inhibitor	Pf growth 96h	Shiga toxin inh	Cycloheximide cs	Pf growth 48h	LmPK inh
CSCC[C@H](NC(=O)[C@@H]1CSC2c3ccccc3C(=O)N21)C(=O)NC1CCCC1 (stereo partly drawn)	-8%	0%	?	12	1	?	2%
CSc1cccc(NC(=S)N(CCN(C)C)C(C)c2ccccn2)c1 (stereo not drawn)	43%	-14%	?	-3	1	?	1%
Cc1sc2nc(SCc3nnc(-c4cccs4)o3)n(C3CCCC3)c(=O)c2c1C	-1%	-8%	-21%	-11	-6	6%	5%
Cc1ccccc1NC(=O)CN1C(=O)CSc2ccc(S(=O)(=O)N3CCCC3)cc21	-32%	1%	13µM*	2	-6	-16%	-2%
COC(=O)c1sccc1NC(=S)Nc1cc(OC)ccc1OC	-33%	1%	38%[activator]	-3	-3	-1%	-2%[11.5 µM]
COc1cc(OC)cc(-c2nnc(SCC(=O)Nc3cccc(C(=O)O)c3)s2)c1	-25%	-12%	61%[activator]	-20	-1	45%[activator]	7%
O=C(N=C1SC2CS(=O)(=O)CC2N1CCc1ccccc1)C1CC1 (stereo not drawn)	4%	2%	37%[activator]	2	3	0%	3%
O=C(Cc1ccc(S(=O)(=O)N2CCOCC2)s1)Nc1ccc2c(c1)CCC2	-19%	3%	·	48	-5	?	4%
